# From PubChem
# TR SRC2 fluor cs: counter-screen for TRb-SRC2 inhibitors: fluorescence interference; Potency, µM (series often up to 106 µM), for inactives: top-dose fluorescence change, negative = quenching; TRb/SRC2 Texas Red total fluorescence interference; 280,000 compounds, 0.29% hits; AID 1479; active means well fitted curve in either direction with a large enough effect; inconclusive means small, poorly fitted or top-dose-only effect
#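 Human TRb ligand-binding domain at 0.6 uM with 20 nM Texas Red SRC2 peptide in Tris buffer containing 1 uM T3 and 5% DMSO, incubated with compound 5 h at ambient temperature. Total fluorescence (555/632 nm) calculated as parallel + 2 × perpendicular.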
# TRb-SRC2 inh: disrupts binding of human TR beta to SRC2. P10828. TRbeta-SRC2 peptide binding, fluorescence polarization; receptor liganded with 1 µM T3. Potency, µM (titrated, usually from 106 µM), for the others: at the highest dose activity change, negative = inhibition, usual class: inhibitors. 280,000 compounds, 0.065% hits. AID 1469; active means well fitted inhibition curve with a large enough effect; inconclusive means small, poorly fitted or top-dose-only effect, or effect the other way;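 further: plate controls were bound peptide for no effect and peptide without receptor for full effect; nearly all actives have a fitted effect of over 50% in size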
# Target sequence (P10828 whole entry, looked up): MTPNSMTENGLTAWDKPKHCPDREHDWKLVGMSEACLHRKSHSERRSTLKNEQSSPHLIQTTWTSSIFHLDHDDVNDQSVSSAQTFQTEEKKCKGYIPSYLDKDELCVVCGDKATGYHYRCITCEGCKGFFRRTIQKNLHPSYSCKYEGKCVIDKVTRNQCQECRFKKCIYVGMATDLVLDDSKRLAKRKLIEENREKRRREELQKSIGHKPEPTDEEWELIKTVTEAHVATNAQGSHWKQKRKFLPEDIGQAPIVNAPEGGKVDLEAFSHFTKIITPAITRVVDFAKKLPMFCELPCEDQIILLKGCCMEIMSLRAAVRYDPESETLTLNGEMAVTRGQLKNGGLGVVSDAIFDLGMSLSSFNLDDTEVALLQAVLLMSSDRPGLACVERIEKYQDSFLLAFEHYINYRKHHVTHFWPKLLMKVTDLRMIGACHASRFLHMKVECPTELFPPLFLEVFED
#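 Binding of a 20-amino-acid Texas Red SRC2 peptide (20 nM) to TRb ligand-binding domain (0.6 uM) with agonist T3 at 1 uM was followed by fluorescence polarization after a 5 hr room-temperature incubation.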
# Lamin A splicing: changes lamin A minigene splicing in HeLa cells; HeLa LMNA splicing GFP/RFP minigene ratio, 48 h; Potency, µM (doses to about 46.1 µM), without a hit: top-dose ratio change, negative = inhibition, usual class: inhibitors; 200,000 compounds, 0.01% hits; active means well fitted inhibition curve with a large enough effect in the signal ratio, with a control signal flat, not every such curve was filed as active; inconclusive means small, poorly fitted or top-dose-only effect, or effect the other way, or a change in a side signal; the % refers to the signal ratio
#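 Read-out is the ratio of GFP to DsRed2 object intensity, acquired by 488 nm laser-scanning cytometry on HeLa lamin A-EGFP minigene reporter cells. Compound incubation 48 hrs at 37 °C in Opti-MEM with 2% FBS; DMSO 0.5% final.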
# * = called active by the depositor; ? = inconclusive; [ ] = remark or other dose. Unless noted, on the % scale 0 is the no-effect control and ±100 the full control effect; potency means the concentration at half of the fitted maximal effect. Not all compounds are listed (hit frequency here may not be typical).
SMILES,TR SRC2 fluor cs,TRb-SRC2 inh,Lamin A splicing
Cc1ccc(C2=NN(CC(=O)NCCC(C)C)C(=O)CC2)cc1,-4%,9%,-2%[46 µM]
O=C(Cn1c(=O)ccc2cc(S(=O)(=O)N3CCCC3)ccc21)NCc1ccc(F)cc1,4%,-1%,6%[46 µM]
O=C(NCCCN1CCN(c2ccc(F)cc2)CC1)c1ccc2nc(CCc3ccccc3)oc2c1,0%,8%,-24%[46 µM]
Cc1ccc(NC(=O)CN2C(=O)CCn3nc(-c4cccn4C)cc32)cc1,-2%,2%,13%[46 µM]
COc1ccc(-n2ccnc2SCC(=O)Nc2cccc(OC)c2)cc1,?,-1%,1%[46 µM]
COc1cc(C)ccc1OCCSc1nnc(-c2cccs2)o1,-5%,6%,8%[46 µM]
Cc1ccc(CSc2nc3cccnc3n2Cc2ccc(C(=O)NCCc3cccs3)cc2)cc1,10%,-4%,-6%[46 µM]
CC1=C(c2ccc(C)c(C)c2)S(=O)(=O)N=C1N1CCC(C(=O)N2CCCCC2)CC1,562µM*[quencher],-20%,-18%[46 µM]
Cc1cc(NC(=O)CCNS(=O)(=O)c2ccc3c(c2)CCCC(=O)N3)ccc1Br,0%,1%,3%[46 µM]
CCCS(=O)(=O)N1CCC(N2CCN(Cc3ccc(F)cc3)C(=O)C2=O)CC1,-1%,-1%,?
CCOC(=O)c1cc(S(=O)(=O)N2CCN(c3cc(C)ccc3C)CC2)[nH]n1,-4%,-7%,-14%[46 µM]
Cc1ccc(-c2noc(C3CC(=O)N(c4ccc5c(c4)OCCO5)C3)n2)cc1 (stereo unspecified),-1%,-7%,-23%[46 µM]
Cc1cccc(-c2nc(C)c(CCNC(=O)c3cccs3)s2)c1,1%,-3%,10%[46 µM]
Cc1ccccc1Cn1c(Oc2ccccc2F)nc2c1c(=O)n(C)c(=O)n2C,-2%,11%,4%[46 µM]
COc1ccc(OC)c(S(=O)(=O)NCCc2sc(C)nc2C)c1,-2%,1%,3%[46 µM]
COc1ccc(-c2cn3c(n2)sc2cc(C(=O)NC4CCCCCC4)ccc23)cc1,6%,-5%,?
CCOC(=O)c1c(C)oc2nc(C)nc(N3CCN(c4cccc(C)c4C)CC3)c12,-7%,1%,-16%[46 µM]
CCCCc1nn2c(=O)cc(COC(=O)c3ccc(NC(=O)C(CC)CC)cc3)nc2s1,0%,-7%,23%[46 µM]
COc1cc(C2C(=O)N(C3CCCCCC3)CC(=O)N2Cc2ccccc2)ccc1OC(C)C (stereo unspecified),-3%,0%,-4%[46 µM]
Cc1ccccc1OCCSc1nc2ccc(NC(=O)c3cccc(F)c3)cc2s1,11%,4%,-1%[46 µM]
COc1ccc2nc3oc(C(=O)Nc4cccc(C(F)(F)F)c4)cc3cc2c1,-1%,-4%,-5%[46 µM]
CC1CCCCN1CCCNC(=O)c1sc2ncccc2c1-n1cccc1 (stereo unspecified),-5%,10%,6%[46 µM]
Cc1ccc(-n2nc(C(=O)N3CCC(C)CC3)c(=O)n(C)c2=O)cc1,0%,6%,20%[46 µM]
Cn1nc(C(=O)NCc2ccccc2)c2c1-c1ccccc1S(=O)(=O)C2,-4%,-10%,?
Cc1ccccc1C(=O)NNc1ncnc2c1cnn2-c1cccc(Cl)c1,-1%,5%,-17%[46 µM]
SMILES,TR SRC2 fluor cs,TRb-SRC2 inh,Lamin A splicing
CCc1ccccc1NC(=O)Nc1cc(C(=O)NCc2ccc(C)cc2)ccc1N1CCCC1,-2%,-6%,?
Cc1cccc(C)c1-n1ncc(C(=O)Nc2ccc3c(c2)OCO3)c1C1CCN(C(=O)OC(C)(C)C)CC1,-5%,7%,-7%[46 µM]
Cc1ccc(S(=O)(=O)NCC(c2ccc(N(C)C)cc2)N2CCCC2)cc1 (stereo unspecified),-1%,-1%,-19%[46 µM]
COc1cccc(C(=O)Nc2ccccc2C(=O)OCc2cc(=O)n3c4c(sc3n2)CCCC4)c1,-2%,1%,17%[46 µM]
Cc1nn(C)c2c1c(C(F)(F)F)cc(=O)n2C(C)C(=O)NCCc1ccccc1 (stereo unspecified),-5%,-5%,?
Cc1ccc(C)c(N2CCN(C(=O)c3c(C)oc4nc(C)nc(N5CCOCC5)c34)CC2)c1,-32%,-2%,-18%[46 µM]
O=S(=O)(c1ccc2[nH]c3c(c2c1)CCCCC3)N1CCN(c2ccccc2)CC1,-2%,2%,5%[46 µM]
Cc1ccc(NC(=O)CCC(=O)N2Cc3ccccc3Oc3ncccc32)cc1F,-3%,13%,?
O=C(CCCn1c(=O)c2cccn2c2ccccc21)NCc1ccccc1Br,3%,2%,11%[46 µM]
CCN(C(=O)CSc1nc2ccccc2n1Cc1ccccc1C#N)c1ccccc1,2%,-6%,?
COc1cccc(C(=O)Nc2ccc(-c3nc4ccccc4s3)cc2Cl)c1,-2%,8%,?
COc1ccc(N2CC(NC(=O)c3cccs3)CC2=O)cc1OC (stereo unspecified),0%,-9%,-2%[46 µM]
Cc1ccc(NS(=O)(=O)c2ccc3[nH]c4c(c3c2)CCCC4)c(C)c1,?,5%,?
CC(C)(C)c1ccc(C(=O)N2CCN(CCc3ccccn3)CC2)cc1,11%,0%,3%[46 µM]
CCOc1ccc(CN2CCc3nc(N4CCN(c5ccccc5OC)CC4)ncc3C2)cc1OC,-3%,1%,-20%[46 µM]
CCc1cccc(NC(=O)CN2c3ccccc3S(=O)(=O)c3ccccc32)c1,-6%,3%,-20%[46 µM]
COc1ccc(OC)c2sc(N3CCN(C(=O)C4CC4)CC3)nc12,-1%,4%,-5%[46 µM]
Cc1ccc(NC(=O)C(=O)NCC(c2cccnc2)N2CCOCC2)cc1Cl (stereo unspecified),-4%,-7%,?
CC(C)(C)CC(=O)NC1CC(=O)N(c2ccc3c(c2)OCCO3)C1 (stereo unspecified),-1%,-5%,16%[46 µM]
COc1cccc(NC(=O)N2CCC(n3c(C)nc4cccnc43)CC2)c1,0%,2%,3%[46 µM]
O=C(NC1CCCCC1)c1ccc(CSc2nc3cccnc3n2Cc2cccc(F)c2)cc1,6%,-2%,-2%[46 µM]
Cc1nc2nc(SCC(=O)NC3CCC(C)CC3)nn2c(C)c1Cc1ccccc1 (stereo unspecified),-1%,1%,-8%[46 µM]
CCOC(=O)CNC(=O)N1CCN(S(=O)(=O)c2ccc3c(ccn3C)c2)CC1,2%,-5%,4%[46 µM]
CNC(=O)C1CCN(Cc2cc3ccccc3n2Cc2ccccc2C)CC1,-1%,1%,?
O=C(NCc1noc2ccccc12)Nc1ccc(F)cc1F,3%,-3%,?

# As a working copy, part of the list above:
SMILES,TR SRC2 fluor cs,TRb-SRC2 inh,Lamin A splicing
CC(C)(C)CC(=O)NC1CC(=O)N(c2ccc3c(c2)OCCO3)C1 (stereo unspecified),-1%,-5%,16%[46 µM]
COc1cccc(NC(=O)N2CCC(n3c(C)nc4cccnc43)CC2)c1,0%,2%,3%[46 µM]
O=C(NC1CCCCC1)c1ccc(CSc2nc3cccnc3n2Cc2cccc(F)c2)cc1,6%,-2%,-2%[46 µM]
Cc1nc2nc(SCC(=O)NC3CCC(C)CC3)nn2c(C)c1Cc1ccccc1 (stereo unspecified),-1%,1%,-8%[46 µM]
CCOC(=O)CNC(=O)N1CCN(S(=O)(=O)c2ccc3c(ccn3C)c2)CC1,2%,-5%,4%[46 µM]
CNC(=O)C1CCN(Cc2cc3ccccc3n2Cc2ccccc2C)CC1,-1%,1%,?
O=C(NCc1noc2ccccc12)Nc1ccc(F)cc1F,3%,-3%,?

# Additional records
SMILES,TR SRC2 fluor cs,TRb-SRC2 inh,Lamin A splicing
Cc1cccc2sc(N(Cc3cccnc3)C(=O)Cc3ccccc3)nc12,-2%,-4%,?
O=C(NC1CCCC1)c1ccc(CSc2nc3cccnc3n2Cc2ccccc2F)cc1,-22%,0%,-20%[46 µM]
CCc1nn2c(=O)cc(COC(=O)c3cccc(NC(=O)COc4ccccc4F)c3)nc2s1,-3%,-3%,?
CCOC(=O)c1c(C)[nH]c(CCC(=O)NC(C)c2ccccc2)c1C (stereo unspecified),0%,2%,-13%[46 µM]
COc1ccc(C)cc1NC(=O)c1cc(S(=O)(=O)N2CCC(C)CC2)cn1C,3%,-5%,?
COc1ccc2cc(-c3nnc(Nc4ccccc4)s3)c(=O)oc2c1,-5%,0%,-15%[46 µM]
COc1ccc(OC)c(CNC(=O)CN2N=C(c3ccc(Cl)cc3)CCC2=O)c1,-1%,-1%,-6%[46 µM]
CCOC(=O)C1CCN(c2ncnc3c2nc2n3CCCCC2)CC1,0%,7%,3%[46 µM]
Cc1ccc(S(=O)(=O)Nc2cc3c(cc2C)n(C)c(=O)c(=O)n3C)c(C)c1,7%,0%,28%[46 µM]
CCOc1ccc(NC(=O)CSc2nc3nc(C)c(Cc4ccccc4)c(C)n3n2)cc1,0%,9%,-3%[46 µM]
Cc1cccc(C)c1-n1ncc(C(=O)N2CCN(c3ncccn3)CC2)c1C1CCN(C(=O)OC(C)(C)C)CC1,6%,5%,-4%[46 µM]
Cc1ccc(Cn2ccnc2SCC(=O)Nc2nnc(C)s2)cc1,0%,2%,?
CCOc1ccc(CNCCCSc2nnnn2C)cc1OC,-21%,-6%,?
Cc1ccc(NC(=O)C(C)Sc2nc(-c3ccccc3)c(C#N)c(=O)[nH]2)c(C)c1 (stereo unspecified),-18%,-1%,?
Cc1noc(/C=C/c2ccccc2F)c1S(=O)(=O)N1CCC(C(=O)N2CCOc3ccccc32)CC1,-4%,5%,3%[46 µM]
CCC(=O)Nc1cc(-c2cccc(C)c2)nn1-c1ccccc1,-2%,-2%,-11%[46 µM]
CC(C)CN(c1ccccc1)S(=O)(=O)c1nnc(NC(=O)c2ccco2)s1,5%,-3%,1%[46 µM]
CCCCCCNC(=O)c1c[nH]c2ccc(S(=O)(=O)N(C)c3ccc(C(C)C)cc3)cc2c1=O,-1%,-1%,7%[46 µM]
Cc1cc(C)c(Nc2ncnc3c2cnn3C)c(C)c1,-1%,-1%,2%[46 µM]
CCOC(=O)c1ccc(N2CCN(c3cc(C)ccc3C)CC2)c(NC(=O)Nc2ccc(CC)cc2)c1,0%,0%,4%[46 µM]
COc1cccc(Cc2nc3ccccc3nc2SCC(=O)N2CCCc3ccccc32)c1,-1%,2%,-3%[46 µM]
CC1C(=O)N2CCCc3cc(S(=O)(=O)N4CCC(C(N)=O)CC4)cc1c32 (stereo unspecified),-1%,3%,1%[46 µM]
Cc1ccc(CNc2nc(-c3ccco3)nn2S(C)(=O)=O)cc1,6%,-1%,-10%[46 µM]
O=C(COCc1cc(-c2ccc3c(c2)OCO3)on1)NCc1ccccc1Cl,-10%,4%,?
CCN(c1ccc(OC)cc1)S(=O)(=O)c1nnc(NC(=O)c2ccccc2Cl)s1,7%,-3%,-9%[46 µM]
SMILES,TR SRC2 fluor cs,TRb-SRC2 inh,Lamin A splicing
Cc1ccc2nc(SC(Cc3cc(Cl)ccc3Cl)C(=O)O)[nH]c2c1 (stereo unspecified),-1%,-3%,?
CCCc1cnc2c(c1SCC(=O)Nc1cccc(C)c1C)c(=O)n(C)c(=O)n2C,0%,-7%,12%[46 µM]
CCC(=O)OCc1cnc(C)c2oc(=O)c(C(=O)Nc3ccc(CC)cc3)cc12,0%,0%,3%[46 µM]
Cc1nn(C(=O)c2ccccc2F)c(C)c1S(=O)(=O)N1CCCCCC1,-2%,-1%,1%[46 µM]
Cc1ccc(CCNC(=O)Cn2ncc3c([nH]c4ccc(C)cc43)c2=O)cc1,-66%,-19%,?
O=C(NC1CC(=O)N(c2ccccc2)C1)c1cccs1 (stereo unspecified),0%,1%,-2%[46 µM]
CCOC(=O)c1cccc(NC(=O)N2CC(CC)Sc3ccccc32)c1 (stereo unspecified),3%,-1%,-3%[46 µM]

# Of the compounds above, 5 have a furan ring, fused or not:
SMILES,TR SRC2 fluor cs,TRb-SRC2 inh,Lamin A splicing
CCOC(=O)c1c(C)oc2nc(C)nc(N3CCN(c4cccc(C)c4C)CC3)c12,-7%,1%,-16%[46 µM]
COc1ccc2nc3oc(C(=O)Nc4cccc(C(F)(F)F)c4)cc3cc2c1,-1%,-4%,-5%[46 µM]
Cc1ccc(C)c(N2CCN(C(=O)c3c(C)oc4nc(C)nc(N5CCOCC5)c34)CC2)c1,-32%,-2%,-18%[46 µM]
CC(C)CN(c1ccccc1)S(=O)(=O)c1nnc(NC(=O)c2ccco2)s1,5%,-3%,1%[46 µM]
Cc1ccc(CNc2nc(-c3ccco3)nn2S(C)(=O)=O)cc1,6%,-1%,-10%[46 µM]
